# GLD-1 RNA inh: GLD-1-TGE RNA interaction inhibition (C. elegans) | purified GLD-1 + fluorescein TGE RNA, fluorescence polarization | Q17339 | inhibition, % at 5.96 µM | hit rate 0.44% among 320,000;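 active = percent inhibition above a per-plate cutoff, the plate mean of test compounds plus 3 SD, cut at about 30% in these data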;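 also: 0% = DMSO wells with GLD-1 and probe and 100% = wells lacking GLD-1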
# Target sequence (Q17339 whole entry, looked up): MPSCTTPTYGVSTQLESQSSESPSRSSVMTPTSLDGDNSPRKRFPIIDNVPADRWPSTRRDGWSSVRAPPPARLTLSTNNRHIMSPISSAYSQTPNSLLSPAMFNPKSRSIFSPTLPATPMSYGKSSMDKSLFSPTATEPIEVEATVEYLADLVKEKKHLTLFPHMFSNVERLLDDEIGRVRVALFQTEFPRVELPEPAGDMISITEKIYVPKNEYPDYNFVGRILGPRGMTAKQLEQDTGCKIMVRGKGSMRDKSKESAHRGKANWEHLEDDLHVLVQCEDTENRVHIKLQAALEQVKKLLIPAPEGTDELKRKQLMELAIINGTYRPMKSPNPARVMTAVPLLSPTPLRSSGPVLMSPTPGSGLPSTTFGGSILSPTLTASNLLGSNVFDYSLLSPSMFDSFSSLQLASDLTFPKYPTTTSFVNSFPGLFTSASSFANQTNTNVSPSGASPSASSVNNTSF
# Bcl-xL primary: blocks human Bcl-xL binding to Bim BH3 peptide; Q07817; GST-Bcl-xL / FITC-Bim BH3 peptide fluorescence polarization; inhibition, % at 10.9 µM; hit rate 0.7% among 320,000; AID 2129;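 active = inhibition above the mean of all tested compounds plus 3 SD, cutoff set per campaign, cut at about 30% in these data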;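 also: 0% = DMSO wells and 100% = unlabeled Bim-BH3 peptide competitor; inhibitors lower millipolarization by displacing the labeled peptide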
# Target sequence (Q07817 whole entry, looked up): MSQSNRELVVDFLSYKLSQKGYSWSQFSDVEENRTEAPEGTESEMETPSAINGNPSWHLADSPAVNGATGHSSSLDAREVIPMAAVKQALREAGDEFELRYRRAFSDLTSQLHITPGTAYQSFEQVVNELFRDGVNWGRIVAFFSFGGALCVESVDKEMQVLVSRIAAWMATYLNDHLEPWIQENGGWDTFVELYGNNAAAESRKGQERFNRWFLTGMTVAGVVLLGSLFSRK
# AGP1 TOR yeast: modulators of TOR pathway AGP1-GFP in S. cerevisiae; S. cerevisiae AGP1-GFP multiplex flow cytometry, 3 h; GFP as percent of DMSO wells; GFP response vs DMSO, % at 10 µM; hit rate 0.02% among 320,000;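 active = GFP response relative to DMSO above a set limit, near screen average plus 3 SD, cut at about 150% in these data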;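 also: median GFP channel fluorescence of the gated AGP1 strain per well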
# Fam108B inh: blocks mouse Fam108B hydrolase in RBBP9 counter-screen; recombinant Fam108B, FP-Rh probe fluorescence polarization; hit rate 0.33% among 300,000; AID 1947; inhibition, % at 9.51 µM;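 active = inhibition above the screen mean inhibition plus 3 SD, computed separately per campaign, cut at about 18% in these data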;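 also: inhibitors lower polarization as less probe binds the enzyme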
# MCL1 BIM primary: inhibitors of human MCL1 binding to BIM-BH3 peptide; Q07820; GST-MCL1 / FITC-Bim-BH3 fluorescence polarization; hit rate 0.68% among 320,000; inhibition, % at 10.9 µM; AID 2057;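 active = inhibition above the mean inhibition of all tested compounds plus 3 SD, set per campaign, cut at about 40% in these data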;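 also: 0% = DMSO wells and 100% = unlabeled Bim-BH3 peptide control; higher means more loss of mP so more displacement of Bim peptide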
# Target sequence (Q07820 whole entry, looked up): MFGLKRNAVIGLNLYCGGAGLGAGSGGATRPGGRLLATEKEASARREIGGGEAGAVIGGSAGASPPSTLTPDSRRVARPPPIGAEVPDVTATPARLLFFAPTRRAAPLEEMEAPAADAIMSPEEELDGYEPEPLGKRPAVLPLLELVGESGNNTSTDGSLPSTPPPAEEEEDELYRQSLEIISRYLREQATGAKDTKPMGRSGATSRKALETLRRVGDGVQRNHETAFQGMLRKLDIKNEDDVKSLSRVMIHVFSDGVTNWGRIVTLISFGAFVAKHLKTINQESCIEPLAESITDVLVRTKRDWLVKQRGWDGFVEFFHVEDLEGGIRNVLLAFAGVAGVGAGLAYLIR
# VLA-4 inh: inhibition in a human VLA-4 binding assay; inhibition, % (about 7 µM as worked out from the volumes in the protocol); P13612; hit rate 0.2% among 330,000; VLA-4 expressing cells, ligand binding flow cytometry; in the data active = inhibition above about 50%
# CIT2 TOR yeast: yeast TOR pathway CIT2-GFP modulation; hit rate 0.065% among 320,000; AID 2029; GFP response vs DMSO, % at 10 µM; S. cerevisiae CIT2-GFP strain, flow cytometry, 3 h; 100 means same as DMSO wells;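 active = GFP response relative to DMSO above a set limit, near the screen mean plus 3 SD, cut at about 150% in these data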;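 also: ratio of well median GFP fluorescence to mean of DMSO wells on the plate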
# MEX-5 binding: C. elegans MEX-5 TCR-2 RNA binding activity; Q9XUB2; MEX-5/FITC-TCR2 RNA binding, fluorescence polarization; hits give low values; activity score (negative = inhibition of binding), % at 10 µM; hit rate 0.38% among 300,000; AID 1832;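 active = inhibition past about -25% in most replicates, and total fluorescence under double the plate's negative control median, limit read from the data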;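 also: 0% = DMSO and -100% = 5 µM competing unlabeled TCR2 RNA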
# GRK2 aptamer HTS: human GRK2 inhibition via aptamer displacement | P25098 | hit rate 0.59% among 330,000 | inhibition of aptamer binding, % at 10 µM | bead flow cytometry, FAM-aptamer displacement from GRK2;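 active = inhibition of aptamer binding above 40%, roughly 3 SD of noise, on plates passing a quality check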;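 also: median bead fluorescence of bound FAM aptamer so fluorescent compounds give negative values; no value below 0 was filed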
# Starred values were filed as active, the others as inactive; x = not tested or not shown.
SMILES	GLD-1 RNA inh	Bcl-xL primary	AGP1 TOR yeast	Fam108B inh	MCL1 BIM primary	VLA-4 inh	CIT2 TOR yeast	MEX-5 binding	GRK2 aptamer HTS
CC1=C(C(=O)Nc2ccc(CC(=O)NCc3ccccc3C)cc2)SCCO1	2	-3	110	1	-5	6	111	1.1	1
COc1c(C(O)CC(C)C)ccc2c1C(=O)OCc1cc(C)cc(O)c1O2 (centres undefined)	3	4	103	-1	6	-28	100	-2.3	0
CC1CCC2(CC1)NC(=O)N(CC(=O)Nc1sc3c(c1C(N)=O)CCC3)C2=O (centres undefined)	-1	28	110	0	33	9	97	-4.1	38
CCCOc1ccc(C(=O)NC(=S)NNC(=O)c2c(-c3ccccc3)noc2C)cc1	9	8	99	1	9	11	100	0.2	0
COc1ccc(C(=O)Nc2ccc3ccccc3c2)cc1	-10	1	99	6	10	4	119	-2.3	0
CCOC(=O)N1CCC(NC(=O)c2cccs2)CC1	-2	-2	110	-2	-6	-10	104	0.2	0
FC(F)(F)c1ccc(Cl)c(-n2c(-c3cc(-c4ccco4)[nH]n3)n[nH]c2=S)c1	-8	-3	96	-3	6	-3	81	-2.5	5
NS(=O)(=O)c1ccc(N2N=C(c3ccccc3)CC2c2ccccc2)cc1 (centres undefined)	5	-5	63	1	-3	0	86	0.9	0
NNc1nc(Nc2ccc([N+](=O)[O-])cc2)nc(N2CCCCCC2)n1	-2	1	84	-13	7	5	103	-0.3	2
O=C(COc1ccc(Cl)cc1Cl)N1CCNC1=O	6	-1	92	x	0	-2	93	x	0
Cc1ccccc1NC(=O)Cc1nc(COC(=O)c2cccnc2Cl)cs1	5	-4	94	x	-4	-9	93	x	2
Cc1ccc(NC(=O)C(C)Sc2nc(-c3ccccc3)cc(=O)[nH]2)cc1 (centres undefined)	4	3	101	-5	7	1	96	-1.1	6
CCN1CCN(c2ncc3c(n2)CC(c2ccc(OC)c(OC)c2)CC3=O)CC1 (centres undefined)	-5	7	99	2	6	-11	99	0.6	2
CC(C)c1ccc(NC(=O)C2C3C=CC4(O3)C2C(=O)N(CCCN2CCOCC2)C4C(=O)NC2CCCCC2)cc1 (centres undefined)	2	3	102	4	5	0	100	-0.4	1
CC(C)NC(=O)Cn1nc(C(F)(F)F)c2c1CCC2	8	2	x	2	18	-3	92	-1.5	2
CCCN(c1nc(C)cc(OC)n1)S(=O)(=O)c1ccccc1	4	-4	99	1	-11	1	100	0.0	3
OCc1cccc[n+]1Cc1ccccc1	-8	0	116	2	-5	10	116	-0.6	31
Oc1ccc(N=Nc2ccc3c(c2)OCCO3)c(O)c1	4	2	96	1	-2	3	81	0.1	1
O=C(CNC(=O)c1cccc(F)c1)NC1CC1	1	x	104	x	x	6	105	x	0
CCCOc1ccc2c3c(c(=O)oc2c1OCCC)CCCC3	10	0	101	4	-1	-1	94	3.8	3
CCOC(=O)c1cnc2ccc(OCC)cc2c1NCc1ccccc1	-4	-5	97	-2	5	9	93	0.3	0
Cc1ccc2c(c1)N(CC(=O)Nc1ccccc1F)C(=O)CO2	7	1	102	-2	-4	-6	99	1.0	0
N/C(=N\OC(=O)c1ccccc1Cl)c1cccc([N+](=O)[O-])c1	5	2	93	-3	2	16	100	-0.1	2
O=C(COc1ccc(S(=O)(=O)NC2CCCCC2)cc1)NC1CCCCC1	7	5	106	-1	0	3	96	2.3	1
Cc1ccc(C)c(NC(=O)COC(=O)c2c(C)nn(-c3ccccc3)c2C)c1	-5	2	107	x	-7	-4	107	x	0
CCCCNCC1CCCO1 (centres undefined)	x	x	94	x	x	1	93	-0.9	0
Cc1c(NC(=O)COC(=O)CCc2c[nH]c3ccccc23)c(=O)n(-c2ccccc2)n1C	0	-2	97	0	-17	-1	94	0.7	0
COc1ccc(NC(=O)CSCc2ccc(C)cc2)cc1	-1	8	98	-7	13	9	102	1.6	1
CCOC(=O)c1ccc(S(=O)(=O)N2CCN(C)CC2)cc1	-1	0	97	3	3	20	95	-0.6	4
CCOc1cc(N2CCOCC2)c(OCC)cc1NC(=O)CN1CCC(Cc2ccccc2)CC1	11	1	94	2	0	5	101	-0.5	0

# 4 entries from above, with each value named.
Compound: Cc1ccc(C)c(NC(=O)COC(=O)c2c(C)nn(-c3ccccc3)c2C)c1
  GLD-1 RNA inh = -5; Bcl-xL primary = 2; AGP1 TOR yeast = 107; Fam108B inh = x; MCL1 BIM primary = -7; VLA-4 inh = -4; CIT2 TOR yeast = 107; MEX-5 binding = x; GRK2 aptamer HTS = 0
Compound: CCCCNCC1CCCO1 (centres undefined)
  GLD-1 RNA inh = x; Bcl-xL primary = x; AGP1 TOR yeast = 94; Fam108B inh = x; MCL1 BIM primary = x; VLA-4 inh = 1; CIT2 TOR yeast = 93; MEX-5 binding = -0.9; GRK2 aptamer HTS = 0
Compound: Cc1c(NC(=O)COC(=O)CCc2c[nH]c3ccccc23)c(=O)n(-c2ccccc2)n1C
  GLD-1 RNA inh = 0; Bcl-xL primary = -2; AGP1 TOR yeast = 97; Fam108B inh = 0; MCL1 BIM primary = -17; VLA-4 inh = -1; CIT2 TOR yeast = 94; MEX-5 binding = 0.7; GRK2 aptamer HTS = 0
Compound: COc1ccc(NC(=O)CSCc2ccc(C)cc2)cc1
  GLD-1 RNA inh = -1; Bcl-xL primary = 8; AGP1 TOR yeast = 98; Fam108B inh = -7; MCL1 BIM primary = 13; VLA-4 inh = 9; CIT2 TOR yeast = 102; MEX-5 binding = 1.6; GRK2 aptamer HTS = 1

# Continuation:
SMILES	GLD-1 RNA inh	Bcl-xL primary	AGP1 TOR yeast	Fam108B inh	MCL1 BIM primary	VLA-4 inh	CIT2 TOR yeast	MEX-5 binding	GRK2 aptamer HTS
CCOc1cc(C(=O)Nc2cc(C)ccc2C)ccc1OCC(=O)N1CCCCC1	0	-1	99	-1	-12	-7	102	-0.3	1
Cc1ccc(-n2c(=O)c3sccc3n(CC(=O)NC3CCCC3)c2=O)cc1	6	1	108	-3	7	3	105	2.7	0
Cn1c(NC(=O)c2ccc(Cl)cc2)cc(=O)n(C)c1=O	2	4	92	-1	7	-9	98	1.4	0
CCOc1ccc(N2C(=O)CSC2=S)cc1	7	-2	100	2	11	3	105	2.8	0
COc1ccccc1N(CC(=O)Nc1ccc2c(c1)OCO2)S(=O)(=O)c1ccccc1	1	-17	94	4	-21	21	95	2.1	3
CCc1ccc(-n2nnnc2SCC(=O)NNC(=O)c2ccco2)cc1	7	1	99	5	-2	48	95	1.5	0
COc1ccc(-c2cc(=O)c3ccccc3s2)cc1	-6	4	78	-6	1	20	71	-1.4	0
Cc1nc(Nc2ccccc2)[nH]c(=O)c1CCC(C)C	-3	6	96	1	-1	3	92	-1.3	2
CCOC(=O)N1CCN(C(=O)C2CC(c3cc(OC)ccc3OC)=NO2)CC1 (centres undefined)	8	0	100	-2	-4	-2	103	x	0
COc1ccc(C(=O)C(C)OC(=O)COc2ccccc2)cc1 (centres undefined)	-2	x	97	x	x	8	94	x	0
CNc1cnn(-c2ccccc2)c(=O)c1Cl	2	8	92	1	7	-2	93	2.1	1
N#Cc1ccccc1CCN1C(=O)c2ccccc2C1=O	-1	-2	104	3	-2	-1	106	0.4	0
Cc1cccc(C(=O)OC(C)CN2CCCC2)c1 (centres undefined)	4	2	110	-1	-2	-3	114	1.0	1
CCOC(=O)c1c(C)[nH]c(C)c1C(=O)COC(=O)c1ccc(O)cc1	-2	-2	116	1	-4	13	110	-0.2	0
O=C(NCC1CCCO1)c1ccccc1NS(=O)(=O)c1cccc([N+](=O)[O-])c1 (centres undefined)	2	x	97	x	x	-11	97	x	1
COc1cccc(C2=NOC(C(=O)NC(C)(C)C)C2)c1 (centres undefined)	1	0	107	0	-2	10	96	-3.3	0
Cc1c(Cl)cnn1CC(=O)NC1C(=O)N2C(C(=O)O)=C(CSc3nnnn3C)CSC12 (centres undefined)	0	7	100	-1	10	0	104	-1.8	21
Cc1nn(-c2ccccc2)c(C)c1CNC(=O)c1ccc(S(=O)(=O)NCc2ccco2)cc1	1	x	111	x	x	6	106	x	8
O=C(COC(=O)c1cc([N+](=O)[O-])ccc1N1CCOCC1)NC1CCCCC1	4	1	113	1	-1	-4	108	1.6	11
COc1cccc(C(=O)N/N=C(/c2ccccc2)c2ccccn2)c1	-7	-6	89	3	-3	10	77	1.4	0
CCn1cc(C(=O)Nc2ccc(OC)c(S(=O)(=O)N3CCCCC3)c2)c(=O)c2ccc(C)nc21	-1	-8	113	0	-20	0	138	0.5	0
COc1ccc(-c2nn(-c3ccccc3)cc2C(=O)Nc2nccs2)cc1	4	-1	101	-17	1	0	91	-1.1	1
Cc1ccc(S(=O)(=O)N/N=C(\c2ccccc2)C2CC2)cc1	1	5	102	-2	1	-12	91	-4.4	0
O=C(O)C[C@H]1c2cc(F)ccc2S(=O)(=O)N1C1CCN(Cc2ccccc2)CC1	4	10	90	1	8	-6	91	0.0	2
CC(C)(C)c1ccc(S(=O)(=O)NCC(=O)Nc2ccc(-c3nc4ccccc4s3)cc2)cc1	-4	2	102	-5	-2	-15	99	-5.0	0
Cc1ccc(NC(=O)CSc2nc3c(c(=O)[nH]2)CN(Cc2ccc(F)cc2)CC3)cc1C	1	6	105	-5	3	12	114	1.2	0
CCOC(=O)C/C(N)=N/N(C)c1ncc(C(F)(F)F)cc1Cl	-5	2	96	7	7	7	86	1.8	2
CC(C)OC(=O)c1c(NS(=O)(=O)c2ccccc2)sc2c1CCCC2	7	4	102	1	-3	-3	103	-1.9	0
CC(Oc1ccccc1)c1nnc(SCC(=O)NC2CC2)n1C (centres undefined)	6	-5	110	4	-3	-5	101	-1.0	0
CCCN1CNC(=S)N(c2ccc(C(=O)OCC)cc2)C1	4	5	99	0	16	-14	103	0.5	2
CC(=O)Nc1ccc(OC(=O)Oc2ccc(NC(C)=O)cc2)cc1	-2	5	103	4	-6	14	102	-1.0	2
CCOc1ccc(N(CC)C(=O)COc2cc(=O)n(C)c3ccccc23)cc1	6	1	105	0	-6	-10	102	-0.9	0
O=C(Cn1cnc([N+](=O)[O-])c1)Nc1ccccc1C(F)(F)F	-10	2	97	-3	3	0	101	-0.7	2
O=S(=O)(c1ccccc1)N1CCN(Cc2ccc(Cl)cc2)CC1	9	1	101	0	-2	-8	101	-1.5	1
CC1=C(C(=O)Nc2ccc(C)cc2)C(c2ccc(C)o2)C2=C(CC(C)(C)CC2=O)N1 (centres undefined)	7	3	97	-1	2	-6	87	4.1	0
COc1ccc(S(=O)(=O)N2c3cc(Cl)ccc3Oc3nc4ccccc4nc32)cc1	-5	2	105	-5	2	16	115	1.4	0
CCc1ccc(CNCCNCC(C)O)cc1 (centres undefined)	-5	0	99	1	1	5	100	-3.7	1
Cc1ccc(C(=O)N(c2ccccc2)C2CC(C)N(C(=O)c3ccco3)c3ccccc32)cc1 (centres undefined)	6	-1	102	-5	2	8	91	-0.9	1
Cc1ccc(NC(=O)Cn2cnc3c(=O)n(C)c(=O)n(C)c32)c(C)c1	10	6	104	0	8	2	104	-0.2	0
Clc1ccccc1CN(Cc1ccco1)Cc1nnnn1C1CCCC1	-1	-10	98	1	-5	-5	71	-2.7	0

# No new results follow: entries from further up.
SMILES	GLD-1 RNA inh	Bcl-xL primary	AGP1 TOR yeast	Fam108B inh	MCL1 BIM primary	VLA-4 inh	CIT2 TOR yeast	MEX-5 binding	GRK2 aptamer HTS
CC(=O)Nc1ccc(OC(=O)Oc2ccc(NC(C)=O)cc2)cc1	-2	5	103	4	-6	14	102	-1.0	2
CCOc1ccc(N(CC)C(=O)COc2cc(=O)n(C)c3ccccc23)cc1	6	1	105	0	-6	-10	102	-0.9	0
